Assay outcomes: PubChem BioAssay, several laboratories
NCOA3 inh – SRC3 coactivator transcriptional activity inhibitors, primary screen, cell-based, luminescence; Nuclear receptor coactivator 3 (Homo sapiens), Q9Y6Q9; HEK293 GAL4-SRC3 luciferase reporter; inhibition, % at 3.6 µM; actives 0.17% (n = 360,000);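 active = inhibition above a per-campaign cutoff, the mean of all compounds plus 3 SD, cut at about 60% in these data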;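 note: 0% = DMSO-treated cells and 100% = gossypol-treated cells at 36 µM; higher means less SRC3-driven luciferase light from the GAL4 reporter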
KKLEB cytotox – cytotoxicity in KKLEB CF airway cells, primary screen, cytotoxicity control for CF NF-kB inhibitor project, cell-based, uHTS, fluorescence assay plates. actives 0.36% (n = 360,000). activity change (cytotoxicity), % at 5 µM. KKLEB CF airway cells viability, ATPlite luminescence, overnight; hits give low values; cells stimulated with P. aeruginosa culture filtrate;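 active = corrected activity change at or below -50% at 5 µM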
C8 TRAIL sens – viability loss with TRAIL in NB7+C8 cells, primary screen, TRAIL sensitizer project, cell-based, ATPlite luminescence. inhibition (viability loss, TRAIL sensitization), % at 10 µM. actives 1% (n = 360,000). AID 624354, 2012;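 active = compounds causing at least 50% loss of cell viability in the single-dose screen, relative to plate controls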
Shn3 3UTR inh – reduction of Shn3 3'UTR firefly luciferase signal, primary screen, Schnurri-3 inhibitor project, cell-based, Clone20 osteoblasts, set 2. Clone20 osteoblast Shn3 3'UTR firefly luciferase, 24 h. inhibition, % at 12.5 µM. actives 0.52% (n = 360,000);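 active = mean inhibition of at least 75% with every replicate also reaching 75%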;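 note: 0% = median of neutral control wells and 100% = pilot-screen positive control compound; some compounds past the cut are filed as inactive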
TWEAK-Fn14 inh – inhibitors of TWEAK-Fn14 signaling, primary screen, luciferase reporter cells, uHTS; AID 1159606, 2016; actives 2% (n = 360,000); inhibition, % at 10 µM; TWEAK-stimulated Fn14 reporter cells, luciferase luminescence, 8 h; in the data active = inhibition above about 50%
CF NFkB block – inhibitors of PAF-induced NF-kB signaling, primary screen, cell-based, GFP fluorescence, uHTS; AID 588850, 2011; actives 0.86% (n = 360,000); inhibition, % at 5 µM; KKLEB NF-kB-GFP reporter, GFP fluorescence overnight;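 active = at least 50% inhibition at 5 µM, scaled per plate between neutral and stimulator controls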;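 note: PAF is a Pseudomonas aeruginosa culture filtrate used as stimulus; plate controls were PAF-stimulated DMSO wells for no effect and unstimulated DMSO wells for full effect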
COUP-TFII inh – NR2F2 transcriptional activity inhibitors, primary screen, cell-based, luciferase reporter, HEK293T, luminescence; COUP transcription factor 2 (Homo sapiens), P24468; HEK293T NGFI-A luciferase reporter; inhibition, % at 8.6 µM; actives 0.7% (n = 370,000);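 active = inhibition above a per-plate cutoff, mean inhibition of test wells between control levels plus 3 SD, cut at about 38% in these data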;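 note: cells cotransfected with COUP-TFII expression vector driving the NGFI-A reporter; 0% = median of COUP-TF2 test wells and 100% = reporter-only cells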
LRH-1 inv ag – LRH-1 (NR5A2) inverse agonists, primary screen, cell-based, luminescence, HEK293T, StAR-luciferase reporter; inhibition, % at 3.6 µM; actives 0.13% (n = 360,000); LRH-1 transfected, 24 h; Nuclear receptor subfamily 5 group A member 2 (Homo sapiens), O00482;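 active = inhibition above the mean inhibition of all tested compounds plus 3 SD, cut at about 73% in these data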;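 note: 0% = DMSO wells and 100% = reporter-only cells lacking LRH-1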
LMP1 NFkB inh – EBV LMP1-driven NF-kappaB luciferase reporter inhibitors, primary screen, cell-based, luminescence, single point; LMP1-induced NF-kappaB luciferase reporter cells; inhibition, % at 12.5 µM; actives 0.69% (n = 350,000); AID 504558, 2011; in the data active = inhibition above about 41%;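 note: 0% = neutral control wells and 100% = reference inhibitor control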
NCOA1 inh – SRC1 coactivator transcriptional activity inhibitors, primary screen, cell-based, luminescence; HEK293 GAL4-SRC1 luciferase reporter; Nuclear receptor coactivator 1 (Homo sapiens), Q15788; inhibition, % at 3.6 µM; actives 0.12% (n = 360,000); AID 588354, 2011;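 active = inhibition above the campaign mean plus 3 SD, with each screening campaign given its own cutoff, cut at about 60% in these data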;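 note: 0% = DMSO treated cells and 100% = gossypol at 36 µM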
Target sequence (Q15788 whole entry, looked up, the tested form may be a part): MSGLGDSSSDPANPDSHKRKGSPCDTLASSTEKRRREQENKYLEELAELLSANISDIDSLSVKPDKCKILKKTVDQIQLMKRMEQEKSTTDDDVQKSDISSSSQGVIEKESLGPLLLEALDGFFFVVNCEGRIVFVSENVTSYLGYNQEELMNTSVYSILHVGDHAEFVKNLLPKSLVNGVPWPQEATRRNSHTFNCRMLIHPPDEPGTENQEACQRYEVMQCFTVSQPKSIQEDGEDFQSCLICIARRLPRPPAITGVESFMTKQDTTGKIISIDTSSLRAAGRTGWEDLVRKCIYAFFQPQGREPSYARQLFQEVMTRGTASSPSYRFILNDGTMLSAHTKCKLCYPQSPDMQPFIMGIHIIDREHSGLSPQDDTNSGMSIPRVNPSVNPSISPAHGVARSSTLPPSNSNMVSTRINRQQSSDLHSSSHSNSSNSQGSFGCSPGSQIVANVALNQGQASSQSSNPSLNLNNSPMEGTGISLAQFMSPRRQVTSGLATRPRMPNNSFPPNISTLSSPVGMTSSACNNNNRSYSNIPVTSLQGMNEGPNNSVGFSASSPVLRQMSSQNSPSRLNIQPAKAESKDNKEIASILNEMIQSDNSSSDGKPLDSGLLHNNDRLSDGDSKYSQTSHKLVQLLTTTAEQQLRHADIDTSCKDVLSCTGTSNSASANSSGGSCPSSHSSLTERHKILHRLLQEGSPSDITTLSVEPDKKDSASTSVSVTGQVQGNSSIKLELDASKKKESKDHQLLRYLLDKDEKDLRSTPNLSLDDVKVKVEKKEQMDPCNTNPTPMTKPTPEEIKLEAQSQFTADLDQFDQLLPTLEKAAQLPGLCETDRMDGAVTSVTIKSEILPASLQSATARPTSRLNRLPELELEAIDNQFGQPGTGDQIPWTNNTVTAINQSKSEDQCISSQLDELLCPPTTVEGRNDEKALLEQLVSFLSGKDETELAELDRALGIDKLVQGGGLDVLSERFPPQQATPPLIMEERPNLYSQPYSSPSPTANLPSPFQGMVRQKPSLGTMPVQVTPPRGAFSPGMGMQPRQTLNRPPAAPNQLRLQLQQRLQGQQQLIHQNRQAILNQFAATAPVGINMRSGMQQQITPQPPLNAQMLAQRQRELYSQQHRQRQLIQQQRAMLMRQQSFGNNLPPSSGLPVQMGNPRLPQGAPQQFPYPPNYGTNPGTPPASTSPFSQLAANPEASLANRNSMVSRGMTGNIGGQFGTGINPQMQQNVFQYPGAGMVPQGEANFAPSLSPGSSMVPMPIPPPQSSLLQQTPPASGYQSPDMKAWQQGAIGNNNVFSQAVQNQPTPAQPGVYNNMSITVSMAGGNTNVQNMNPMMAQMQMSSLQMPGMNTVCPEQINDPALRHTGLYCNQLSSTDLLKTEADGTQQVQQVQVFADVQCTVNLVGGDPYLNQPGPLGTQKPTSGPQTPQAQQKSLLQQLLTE
TROY signal inh – inhibitors of TROY-driven NF-kB signaling, primary screen, Q293 LMP1-TROYcd cells, NF-kB luciferase, uHTS. Q293 LMP1-TROYcd NF-kB luciferase reporter, 4 h. inhibition, % at 10 µM. actives 0.98% (n = 360,000);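 active = compounds whose plate-normalised and pattern-corrected inhibition of the luciferase reporter signal at the single screening dose is 50% or more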
* hit, by the source's call. These rows are one share of the data. The share of hits here may be higher or lower than overall.

What do the screens show for `Cc1cc(-c2ccccc2)nc2cc(C(=O)NCc3ccco3)nn12`?
NCOA3 inh: -3.7; KKLEB cytotox: -3.5; C8 TRAIL sens: 1.1; Shn3 3UTR inh: -20.6; TWEAK-Fn14 inh: 35.2; CF NFkB block: -1.3; COUP-TFII inh: 22.1; LRH-1 inv ag: 1.4; LMP1 NFkB inh: -0.1; NCOA1 inh: -5.0; TROY signal inh: -3.3

Results for COc1ccc2nc(NC(=O)CS(=O)(=O)c3ccc(C)cc3)sc2c1 ?
NCOA3 inh: -8.9; KKLEB cytotox: -3.7; C8 TRAIL sens: -1.3; Shn3 3UTR inh: 6.3; TWEAK-Fn14 inh: -6.7; CF NFkB block: -2.9; COUP-TFII inh: 16.0; LRH-1 inv ag: 3.4; LMP1 NFkB inh: -0.4; NCOA1 inh: -8.7; TROY signal inh: 6.1

Results for Cn1nnnc1SCC(=O)NNC(=O)c1ccc(F)cc1 ?
NCOA3 inh: 5.9; KKLEB cytotox: 12.6; C8 TRAIL sens: -5.5; Shn3 3UTR inh: -13.7; TWEAK-Fn14 inh: -17.4; CF NFkB block: -11.3; COUP-TFII inh: -0.3; LRH-1 inv ag: 5.4; LMP1 NFkB inh: 0.5; NCOA1 inh: 2.8; TROY signal inh: 4.5

What do the screens show for `CCN(CC)S(=O)(=O)c1ccc(NC2c3ccccc3C(=O)N2Cc2ccco2)cc1` (stereo not given)?
NCOA3 inh: -3.9; KKLEB cytotox: -1.9; C8 TRAIL sens: -7.1; Shn3 3UTR inh: 48.6; TWEAK-Fn14 inh: 19.4; CF NFkB block: -5.0; COUP-TFII inh: -14.2; LRH-1 inv ag: -3.3; LMP1 NFkB inh: -10.0; NCOA1 inh: 1.6; TROY signal inh: 3.4

How did COc1ccc(CCNC(=O)Nc2ccc3c(c2)OCO3)cc1OC do in these assays?
NCOA3 inh: 4.3; KKLEB cytotox: 7.9; C8 TRAIL sens: -8.1; Shn3 3UTR inh: 3.3; TWEAK-Fn14 inh: -31.2; CF NFkB block: -11.1; COUP-TFII inh: -18.5; LRH-1 inv ag: -21.3; LMP1 NFkB inh: -12.9; NCOA1 inh: -9.4; TROY signal inh: 6.2

What do the screens show for `CC(=O)Nc1ccc(S(=O)(=O)Oc2ccc(C(=S)N3CCC(O)CC3)cc2)cc1`?
NCOA3 inh: 17.7; KKLEB cytotox: 5.6; C8 TRAIL sens: -6.2; Shn3 3UTR inh: 27.2; TWEAK-Fn14 inh: 21.0; CF NFkB block: -9.6; COUP-TFII inh: 4.0; LRH-1 inv ag: 3.8; LMP1 NFkB inh: 11.9; NCOA1 inh: 2.5; TROY signal inh: 17.0

Results for CCOC(=O)N1CCN(S(=O)(=O)c2ccc3c(c2)C(C)C(=O)N3)CC1 (stereo not given) ?
NCOA3 inh: -4.1; KKLEB cytotox: 1.0; C8 TRAIL sens: -8.2; Shn3 3UTR inh: -24.1; TWEAK-Fn14 inh: 9.1; CF NFkB block: -4.0; COUP-TFII inh: 3.0; LRH-1 inv ag: -1.3; LMP1 NFkB inh: 3.8; NCOA1 inh: -3.2; TROY signal inh: 3.0

How did Cc1cc(=O)oc2cc(OCC(=O)N3CCC(C(N)=O)CC3)ccc12 do in these assays?
NCOA3 inh: 9.2; KKLEB cytotox: 16.9; C8 TRAIL sens: -14.9; Shn3 3UTR inh: 16.1; TWEAK-Fn14 inh: -9.3; CF NFkB block: -12.1; COUP-TFII inh: 10.1; LRH-1 inv ag: -13.3; LMP1 NFkB inh: -5.7; NCOA1 inh: -1.7; TROY signal inh: -1.8

Results for CCC(Sc1ccccc1C(=O)O)C(=O)O (stereo not given) ?
NCOA3 inh: 13.7; KKLEB cytotox: 2.2; C8 TRAIL sens: -14.2; Shn3 3UTR inh: -6.5; TWEAK-Fn14 inh: 11.7; CF NFkB block: -14.4; COUP-TFII inh: 13.4; LRH-1 inv ag: 4.2; LMP1 NFkB inh: 2.7; NCOA1 inh: -1.3; TROY signal inh: -36.6

What do the screens show for `Cc1ccc(S(=O)(=O)NCc2cccnc2)cc1`?
NCOA3 inh: -7.8; KKLEB cytotox: -0.9; C8 TRAIL sens: -11.9; Shn3 3UTR inh: -12.7; TWEAK-Fn14 inh: 4.1; CF NFkB block: -1.8; COUP-TFII inh: -6.3; LRH-1 inv ag: 8.3; LMP1 NFkB inh: -6.8; NCOA1 inh: -23.9; TROY signal inh: 2.0

What do the screens show for `Cc1cccc2c1cnn2C(=O)Nc1ccccc1Br`?
NCOA3 inh: -26.8; KKLEB cytotox: 0.2; C8 TRAIL sens: 14.2; Shn3 3UTR inh: -14.3; TWEAK-Fn14 inh: 10.1; CF NFkB block: 0.5; COUP-TFII inh: -1.5; LRH-1 inv ag: -5.9; LMP1 NFkB inh: -12.9; NCOA1 inh: -7.5; TROY signal inh: 24.4

Results for Cn1nc(-c2ccc(Cl)cc2)c2cc(C(=O)NCc3ccco3)sc21 ?
NCOA3 inh: -5.4; KKLEB cytotox: -3.7; C8 TRAIL sens: -1.3; Shn3 3UTR inh: 27.5; TWEAK-Fn14 inh: 9.9; CF NFkB block: -197.9; COUP-TFII inh: -10.9; LRH-1 inv ag: -4.3; LMP1 NFkB inh: -12.0; NCOA1 inh: -4.9; TROY signal inh: -7.2

Results for COc1ccc(C(NC(=O)CNC(C)=O)C(=O)Nc2ccc3c(c2)OCCO3)cc1 (stereo not given) ?
NCOA3 inh: -19.5; KKLEB cytotox: -6.2; C8 TRAIL sens: -13.5; Shn3 3UTR inh: -3.6; TWEAK-Fn14 inh: 9.7; CF NFkB block: 14.2; COUP-TFII inh: -2.0; LRH-1 inv ag: -3.1; LMP1 NFkB inh: 2.9; NCOA1 inh: 2.4; TROY signal inh: 2.0

Results for O=S(=O)(CCSc1nc2ccccc2s1)c1nc2ccccc2s1 ?
NCOA3 inh: -22.8; KKLEB cytotox: -43.3; C8 TRAIL sens: 37.1; Shn3 3UTR inh: -4.7; TWEAK-Fn14 inh: 82.5*; CF NFkB block: 73.2*; COUP-TFII inh: -1.8; LRH-1 inv ag: 6.6; LMP1 NFkB inh: 5.5; NCOA1 inh: -18.4; TROY signal inh: 69.3*

Results for Cc1ccc(S(=O)(=O)N2CCCCC2C(=O)N2CCN(Cc3ccccc3)CC2)cc1 (stereo not given) ?
NCOA3 inh: 16.1; KKLEB cytotox: -0.1; C8 TRAIL sens: -16.4; Shn3 3UTR inh: 45.7; TWEAK-Fn14 inh: 5.5; CF NFkB block: -2.6; COUP-TFII inh: 5.1; LRH-1 inv ag: 8.7; LMP1 NFkB inh: -4.8; NCOA1 inh: 0.1; TROY signal inh: 10.6

What do the screens show for `Cc1ccc(S(=O)(=O)N(C)CC(=O)O/N=C(\N)c2cccnc2)cc1`?
NCOA3 inh: 12.6; KKLEB cytotox: -4.1; C8 TRAIL sens: -13.9; Shn3 3UTR inh: 15.8; TWEAK-Fn14 inh: 8.1; CF NFkB block: 5.8; COUP-TFII inh: 6.4; LRH-1 inv ag: -20.3; LMP1 NFkB inh: 3.7; NCOA1 inh: 12.8; TROY signal inh: 15.4

How did Cc1ccc(C(=O)NCC2CCCO2)cc1[N+](=O)[O-] (stereo not given) do in these assays?
NCOA3 inh: 3.1; KKLEB cytotox: -15.4; C8 TRAIL sens: 17.9; Shn3 3UTR inh: -12.1; TWEAK-Fn14 inh: -11.7; CF NFkB block: 2.7; COUP-TFII inh: -9.4; LRH-1 inv ag: -2.1; LMP1 NFkB inh: 2.7; NCOA1 inh: -1.9; TROY signal inh: -9.1

Results for CCc1cc(C(=O)Cc2cnn(-c3ccccc3)c2)c(O)cc1O ?
NCOA3 inh: 10.7; KKLEB cytotox: -25.9; C8 TRAIL sens: -5.7; Shn3 3UTR inh: -30.8; TWEAK-Fn14 inh: -10.6; CF NFkB block: 33.4; COUP-TFII inh: 1.9; LRH-1 inv ag: 11.1; LMP1 NFkB inh: -6.3; NCOA1 inh: -10.2; TROY signal inh: 13.6

Results for Cc1ccc(CN2CCN(Cc3ccccc3-c3ccco3)CC2CCO)o1 (stereo not given) ?
NCOA3 inh: 13.3; KKLEB cytotox: 8.1; C8 TRAIL sens: 2.5; Shn3 3UTR inh: -0.9; TWEAK-Fn14 inh: 9.1; CF NFkB block: -13.7; COUP-TFII inh: 13.8; LRH-1 inv ag: 12.3; LMP1 NFkB inh: 0.8; NCOA1 inh: -0.9; TROY signal inh: 22.3

How did COC(=O)c1ccc(Cl)c(NC(=O)CN2CCC(C)CC2)c1 do in these assays?
NCOA3 inh: -18.3; KKLEB cytotox: 21.8; C8 TRAIL sens: 3.4; Shn3 3UTR inh: -5.9; TWEAK-Fn14 inh: 3.5; CF NFkB block: -0.4; COUP-TFII inh: -5.6; LRH-1 inv ag: -44.9; LMP1 NFkB inh: -5.2; NCOA1 inh: -17.8; TROY signal inh: -17.7

How did O=C(NCC1CCCN1S(=O)(=O)c1cccs1)C(=O)Nc1ccccc1F (stereo not given) do in these assays?
NCOA3 inh: -35.4; KKLEB cytotox: -0.5; C8 TRAIL sens: -3.4; Shn3 3UTR inh: -14.8; TWEAK-Fn14 inh: -1.7; CF NFkB block: -18.5; COUP-TFII inh: -3.8; LRH-1 inv ag: -48.2; LMP1 NFkB inh: -1.8; NCOA1 inh: -26.2; TROY signal inh: -31.6

How did CCC(=O)Nc1sc(Cc2ccccc2)c(C)c1C(N)=O do in these assays?
NCOA3 inh: 8.9; KKLEB cytotox: 6.6; C8 TRAIL sens: -1.7; Shn3 3UTR inh: 2.0; TWEAK-Fn14 inh: 6.8; CF NFkB block: -10.9; COUP-TFII inh: -8.9; LRH-1 inv ag: 2.9; LMP1 NFkB inh: -9.2; NCOA1 inh: -0.2; TROY signal inh: -1.1

How did CCN1CCN(C(=O)CN(CC)S(=O)(=O)c2ccc(Cl)cc2)CC1 do in these assays?
NCOA3 inh: 10.8; KKLEB cytotox: -1.4; C8 TRAIL sens: 11.6; Shn3 3UTR inh: -7.8; TWEAK-Fn14 inh: 1.6; CF NFkB block: 17.7; COUP-TFII inh: -4.4; LRH-1 inv ag: -2.1; LMP1 NFkB inh: 13.9; NCOA1 inh: 11.6; TROY signal inh: 8.0
